Screening results: PubChem BioAssay, National Center for Advancing Translational Sciences (NCATS)
PLK1 PBD inh: inhibitors of human PLK1 polo-box domain binding | 2.8% of 360,000 active | P53350 | Plk1 PBD binding of FITC phosphopeptide, fluorescence polarization | Potency, µM, without a hit: max response, negative = inhibition, actives largely listed as inhibitors; further: potency means the concentration at half of the fitted maximal effect; series mostly up to about 57 µM; on the % scale 0 is the no-effect control and ±100 the full control effect; nearly all actives have a fitted effect of over 65% in size
EPAC1 agonist: activates human EPAC1 exchange factor; O95398; EPAC1 agonist qHTS, biochemical assay; response scale: 100% = response to 6.5 mM cAMP; Potency, µM (highest dose often 154 µM), for inactives: top-dose activation, hits mostly activators; 0.073% of 360,000 active; further: potency means the concentration at half of the fitted maximal effect; nearly all actives have a fitted effect of over 60% in size
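Nucleotide exchange by EPAC1 (100 nM) on Rap1B–BODIPY-GDP (250 nM) in the presence of 50 uM GDP is tracked fluorescently at 480/540 nm over 30 min. Signals are normalized to a 6.5 mM cAMP control.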
FUS yeast rescue: FUS proteinopathy suppression in yeast; S. cerevisiae FUS-expressing, growth rescue, OD600, 24 h; Potency, µM (doses to about 76.6 µM), inactives show at the top dose growth rescue (activation), usual class: activators; 0.24% of 390,000 active;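 further: potency means the concentration at half of the fitted maximal effect; plate controls were DMSO vehicle for no effect and reference control for full effect; nearly all actives have a fitted effect of over 55% in size; some results filed as inactive show a strong effect at the top dose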
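Restored growth of FUS-toxic S. cerevisiae, read as 600 nm absorbance after 24 h at 30C in galactose medium (starting OD 0.005). Controls CP55940 and DMSO.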
WRN inhibitor: WRN helicase (human) inhibition; Potency, µM (highest dose often 114 µM), for the others: top-dose activity change, negative = inhibition, hits mostly inhibitors; 0.46% of 360,000 active; Q14191; WRN helicase unwinding, fluorescent forked duplex, kinetic; further: potency means the concentration at half of the fitted maximal effect; on the % scale 0 is the no-effect control and ±100 the full control effect; nearly all actives have a fitted effect of over 55% in size
Target sequence (Q14191 whole entry, looked up): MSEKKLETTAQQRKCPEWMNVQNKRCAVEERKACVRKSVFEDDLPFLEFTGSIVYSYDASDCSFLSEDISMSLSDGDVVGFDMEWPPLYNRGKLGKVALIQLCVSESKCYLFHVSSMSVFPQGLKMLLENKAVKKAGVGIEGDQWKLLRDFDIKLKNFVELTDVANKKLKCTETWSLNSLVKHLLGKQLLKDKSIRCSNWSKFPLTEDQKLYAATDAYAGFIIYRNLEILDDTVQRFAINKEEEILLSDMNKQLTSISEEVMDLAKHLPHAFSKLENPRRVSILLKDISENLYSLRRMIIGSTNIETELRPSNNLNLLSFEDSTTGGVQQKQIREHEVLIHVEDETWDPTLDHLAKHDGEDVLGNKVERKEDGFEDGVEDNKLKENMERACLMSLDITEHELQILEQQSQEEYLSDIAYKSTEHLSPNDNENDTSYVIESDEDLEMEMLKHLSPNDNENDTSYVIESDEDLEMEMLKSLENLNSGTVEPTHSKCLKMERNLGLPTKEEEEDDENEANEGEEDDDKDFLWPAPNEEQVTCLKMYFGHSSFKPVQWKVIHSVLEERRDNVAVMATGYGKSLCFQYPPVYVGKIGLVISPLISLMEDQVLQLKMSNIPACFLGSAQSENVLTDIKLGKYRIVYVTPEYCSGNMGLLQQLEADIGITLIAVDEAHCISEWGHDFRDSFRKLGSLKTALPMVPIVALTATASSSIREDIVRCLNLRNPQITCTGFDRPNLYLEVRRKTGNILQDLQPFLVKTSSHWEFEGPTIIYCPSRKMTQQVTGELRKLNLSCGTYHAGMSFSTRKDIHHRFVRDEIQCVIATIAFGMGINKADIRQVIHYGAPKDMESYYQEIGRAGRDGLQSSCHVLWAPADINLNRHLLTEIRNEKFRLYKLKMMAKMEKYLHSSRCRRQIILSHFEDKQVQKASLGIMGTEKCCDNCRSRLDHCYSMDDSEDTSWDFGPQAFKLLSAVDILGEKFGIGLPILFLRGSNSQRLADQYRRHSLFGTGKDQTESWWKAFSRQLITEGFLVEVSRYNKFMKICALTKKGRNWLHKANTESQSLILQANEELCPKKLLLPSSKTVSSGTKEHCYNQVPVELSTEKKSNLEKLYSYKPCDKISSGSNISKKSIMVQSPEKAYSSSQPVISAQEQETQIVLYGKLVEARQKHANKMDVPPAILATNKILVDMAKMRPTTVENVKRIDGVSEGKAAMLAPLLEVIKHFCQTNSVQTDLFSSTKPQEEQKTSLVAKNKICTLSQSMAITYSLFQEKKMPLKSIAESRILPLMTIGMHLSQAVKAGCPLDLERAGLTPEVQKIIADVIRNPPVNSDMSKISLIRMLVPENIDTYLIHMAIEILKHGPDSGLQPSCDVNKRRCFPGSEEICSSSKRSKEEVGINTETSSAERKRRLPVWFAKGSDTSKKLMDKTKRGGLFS
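Primary qHTS, 1536-well format. 20 nM WRN + compound, 15 min RT; start with 100 nM forked fluorophore/quencher duplex, 2 mM ATP (final); kinetic read ex 525/em 598 nm.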
EPAC1 antag: blocks human EPAC1 exchange factor; O95398; Potency, µM (doses to about 115 µM), inactives show at the highest dose activity change, negative = inhibition, usual class: inhibitors; EPAC1 GEF assay, Rap1b-BODIPY-GDP exchange fluorescence; 0.14% of 360,000 active;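 further: potency means the concentration at half of the fitted maximal effect; plate controls were vehicle for no effect and positive control for full effect; nearly all actives have a fitted effect of over 50% in size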
PI5P4Ka inh: PI5P4K alpha (human) kinase inhibition. AID 652105. PI5P4Kalpha enzyme, ADP-Glo luminescence, 60 min; active compounds read low. 1.2% of 330,000 active. max response, %; active means max response of -50% or lower; inconclusive means between -30% and -50%; inactive means -30% or higher; further: value at the top dose of about 77 µM; on the % scale 0 is the no-effect control and ±100 the full control effect
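Enzyme plus substrate dispensed, test compounds pinned in, then ATP (5 microM final) added. After 60 min at RT, ADP-Glo reagent 1 for 45 min and reagent 2 for 30 min preceded luminescence imaging.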
Abeta yeast res: restores growth of yeast expressing A-beta42 peptide | yeast expressing A-beta42, growth rescue, OD600, 48 h; response scale: 0% DMSO, 100% iron-clioquinol control | Potency, µM (series often up to 46.1 µM), without a hit: top-dose growth rescue, hits mostly activators | 0.063% of 410,000 active | AID 1347071; further: potency means the concentration at half of the fitted maximal effect; nearly all actives have a fitted effect of over 55% in size
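Yeast A-beta toxicity model in growth medium with pinned compounds, 48 h at 30 C; growth read as absorbance at 600 nm. Normalized to FeCl3/clioquinol equimolar mix (positive) and DMSO (negative).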
aSyn rescue: inhibitors of alpha-synuclein toxicity in yeast; AID 652106; Potency, µM (titrated, usually from 46.1 µM), for the others: at the highest dose growth rescue (activation), hits mostly activators; Yeast expressing alpha-synuclein, growth rescue, BacTiter-Glo, 24 h; 0.14% of 370,000 active; further: potency means the concentration at half of the fitted maximal effect; % of control where 0% means no effect; nearly all actives have a fitted effect of over 65% in size
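Readout is rescue of growth in alpha-synuclein-expressing yeast, so inhibitors of toxicity appear as activators. Growth after 24 hr at 30 deg C in galactose medium is quantified by luminescence.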
IL2 activator: activators of IL-2; IL-2 activation reporter assay, cell-based qHTS; stimulated with anti-CD3/CD4/CD28 beads; in transgenic mouse T cells; activation, % (series mostly up to about 46 µM); 0.065% of 360,000 active; AID 652025; in the data active means activation above about 50%; inconclusive means mostly about 30% to 49%; further: 0% is about no effect
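Using fluorescent plate cytometry, EGFP and DsRed are detected in transgenic mouse T cells stimulated 18 h at 37 degrees C with antibody-coated beads after 60 min compound pretreatment.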
* hit, by the source's call; ? = inconclusive; . = no result given; [ ] = dose if it differs, or a comment. Unless noted, the call rests on the fitted dose curve; in most records, active means well fitted curve in the direction sought with a large enough effect; inconclusive means small, poorly fitted or top-dose-only effect, or another doubt; inactive means no such curve, though single readings can be large; an effect the other way counts as inactive or inconclusive. Outcome played no part in choosing rows (roughly 4.1% active in at least one column).

SMILES	PLK1 PBD inh	EPAC1 agonist	FUS yeast rescue	WRN inhibitor	EPAC1 antag	PI5P4Ka inh	Abeta yeast res	aSyn rescue	IL2 activator
CCC(CC)C(=O)c1c[nH]c(C(=O)NCc2ccccc2)c1	-14%	8%	-25%	-4%	-14%	-4	-1%	3%	-0.8
CCOC(=O)CNC(=O)c1c(C)nn(C)c1Cl	-3%	-7%	1%	3%	5%	5	3%	-5%	-2.8
Cc1[nH]c(=O)nc(SCc2ccc(Cl)c(Cl)c2)c1C#N	?	0%	23%	-35%	-6%	-14	-1%	0%	4.3
Cc1nnc2c(NCCc3ccccc3)nc3ccccc3n12	-5%	-5%	-4%	-2%[57.1 µM]	13%	-7	-18%	1%	-1.5
COc1ccc(C2=CC(=O)C[C@H](c3ccc(OC)cc3)C2)cc1	5%	10%	?	6%	4%	4	12%	5%	-0.5
O=C(CN1C(=O)c2ccccc2S1(=O)=O)c1ccc(OC(F)F)cc1	-15%	10%	19%	?	-6%	-25	-3%	-5%	-3.4
Cc1cc(C)cc(NC(=O)C2CCCC2)c1	-10%	2%	42%	-2%	0%	.	1%	-2%	-0.6
O=C(CN1CCOCC1)Nc1ccc(Cl)cc1	-7%	2%	-26%	-1%	-7%	4	-4%	-9%	0.1
CCC(C)c1ccccc1NC(=O)c1cccnc1 (stereo not drawn)	-2%	6%	28%	10%	13%	.	19%	0%	-1.3
CCC(C)(C)NC(=O)CCCSc1nc2ccccc2s1	2%	-4%	8%	-29%	-3%	8	0%	6%	1.3
COc1ccc(N(C2=NCCCS2)S(=O)(=O)c2ccc(C(C)(C)C)cc2)cc1	-6%	1%	24%	-11%[57.1 µM]	-16%	1	-2%	0%	-2.9
CC1CN(C(=S)NC(=O)c2cccc([N+](=O)[O-])c2)CC(C)O1 (stereo not drawn)	-8%	0%	-13%	4%	-13%	-1	6%	-8%	0.4
COc1ccc(C(Nc2ccccn2)c2oc(CO)cc(=O)c2O)cc1 (stereo not drawn)	24µM*	1%	.	-23%	11%	-22	-5%	-9%	0.1
CC1(C(=O)NCc2cc(F)cc(C(F)(F)F)c2)C=CC2(CCCCC2)N1C(=O)c1ccccc1 (stereo not drawn)	1%	-13%	-12%	0%	0%	3	4%	-6%	0.1
COc1ccc(NC(=O)c2cc(-c3ccccc3OC)on2)cc1	3%	12%	12%	-14%	-9%	.	0%	1%	1.3
Cc1nnc(SCCC(=O)Nc2ccccc2Cl)o1	-9%	4%	5%	-26%	-14%	-1	-9%	-3%	1.4
Nc1ccc(S(=O)(=O)NCC(=O)OC2CCOC2=O)cc1[N+](=O)[O-] (stereo not drawn)	-10%	7%	.	-14%	-1%	-8	-12%	6%	1.1
CC(NC(=O)COc1ccccc1)C(=O)N1CCN(c2ccc(F)cc2)CC1 (stereo not drawn)	-2%	2%	.	5%	7%	4	0%	6%	-3.6
Cc1ccc(C2=C/C(=C\c3cccnc3)C(=O)O2)cc1	-7%	11%	-15%	4%	-1%	-3	-6%	-3%	1.0
Cc1nonc1N1CCN(Cc2cn[nH]c2-c2ccc(F)cc2F)CC1	-5%	-7%	0%	-4%	3%	-8	0%	3%	-1.0
CCc1nc2ccc(C(=O)Nc3ccc(OC)c(OC)c3)cn2c1N(C)Cc1nccs1	-9%	6%	-4%	-8%	-1%	-11	-19%	-3%	-0.5
O=C(NCc1ccncc1)c1nc(-c2cccs2)no1	-4%	-7%	9%	6%	7%	-4	-13%	-2%	0.4
CCc1nc2ccc(C(=O)Nc3ccc(NC(C)=O)cc3)cn2c1N(C)C(=O)Cc1ccccc1	-6%	-9%	2%	-7%	-24%	0	-15%	-15%	-0.4
COC(=O)c1ccc(C(=O)OC)c(NC(=O)C(C)(C)C)c1	-4%	3%	4%	-32%	6%	2	-28%	-2%	-4.7

A different layout for 9 compounds above.
| canonical_smiles | PLK1 PBD inh | EPAC1 agonist | FUS yeast rescue | WRN inhibitor | EPAC1 antag | PI5P4Ka inh | Abeta yeast res | aSyn rescue | IL2 activator |
| --- | --- | --- | --- | --- | --- | --- | --- | --- | --- |
| CC1(C(=O)NCc2cc(F)cc(C(F)(F)F)c2)C=CC2(CCCCC2)N1C(=O)c1ccccc1 (stereo not drawn) | 1% | -13% | -12% | 0% | 0% | 3 | 4% | -6% | 0.1 |
| COc1ccc(NC(=O)c2cc(-c3ccccc3OC)on2)cc1 | 3% | 12% | 12% | -14% | -9% | . | 0% | 1% | 1.3 |
| Cc1nnc(SCCC(=O)Nc2ccccc2Cl)o1 | -9% | 4% | 5% | -26% | -14% | -1 | -9% | -3% | 1.4 |
| Nc1ccc(S(=O)(=O)NCC(=O)OC2CCOC2=O)cc1[N+](=O)[O-] (stereo not drawn) | -10% | 7% | . | -14% | -1% | -8 | -12% | 6% | 1.1 |
| CC(NC(=O)COc1ccccc1)C(=O)N1CCN(c2ccc(F)cc2)CC1 (stereo not drawn) | -2% | 2% | . | 5% | 7% | 4 | 0% | 6% | -3.6 |
| Cc1ccc(C2=C/C(=C\c3cccnc3)C(=O)O2)cc1 | -7% | 11% | -15% | 4% | -1% | -3 | -6% | -3% | 1.0 |
| Cc1nonc1N1CCN(Cc2cn[nH]c2-c2ccc(F)cc2F)CC1 | -5% | -7% | 0% | -4% | 3% | -8 | 0% | 3% | -1.0 |
| CCc1nc2ccc(C(=O)Nc3ccc(OC)c(OC)c3)cn2c1N(C)Cc1nccs1 | -9% | 6% | -4% | -8% | -1% | -11 | -19% | -3% | -0.5 |
| O=C(NCc1ccncc1)c1nc(-c2cccs2)no1 | -4% | -7% | 9% | 6% | 7% | -4 | -13% | -2% | 0.4 |

Additional structures follow:
SMILES	PLK1 PBD inh	EPAC1 agonist	FUS yeast rescue	WRN inhibitor	EPAC1 antag	PI5P4Ka inh	Abeta yeast res	aSyn rescue	IL2 activator
CCN(Cc1nc2cc(Cl)ccc2c(=O)[nH]1)C(=O)c1cc(C2CC2)nn1-c1ccccc1	-7%	3%	?	-16%	-13%	-3	3%	17%	-0.8
O=C(Cc1ccc(Br)cc1)Nc1ncc([N+](=O)[O-])s1	?	2%	28%	-6%[11.6 µM]	-7%	?	-3%	-11%	-0.3
CCCc1nnc(NC(=O)c2ccc(N3C(=O)C4C5C=CC(C5)C4C3=O)cc2)s1 (stereo not drawn)	2%	-5%	-3%	0%[57.1 µM]	11%	.	11%	3%	4.5
CCOC(=O)c1c(S(=O)(=O)NCCCc2ccco2)c(C)n(C)c1C	-13%	-7%	33%	-5%	23%	-1	-2%	0%	1.1
CCOc1cc(N2CCOCC2)c(OCC)cc1NC(=O)C(C)C	-12%	0%	8%	-4%	-1%	3	-4%	3%	0.2
Cc1cc(C)c(NC(=O)CS(=O)CC(=O)N2CCN(c3ccc(F)cc3)CC2)c(C)c1 (stereo not drawn)	1%	-4%	21%	3%	4%	.	0%	3%	-1.6
O=c1[nH]cnc(O)c1C(c1ccc([N+](=O)[O-])cc1)c1c(O)nc[nH]c1=O	-5%	3%	3%	0%	-5%	-4	-11%	-2%	2.4
O=C1C=C(c2ccccc2)CO1	-1%	0%	.	0%	8%	-3	-6%	-4%	0.4
O=C(COC(=O)c1ccc([N+](=O)[O-])o1)NC1CCS(=O)(=O)C1 (stereo not drawn)	-11%	-4%	-6%	-19%[57.1 µM]	-15%	0	-8%	-1%	-0.2
CCS(=O)(=O)N1Cc2ccccc2CC1C(=O)Nc1ccc(NC(C)=O)cc1 (stereo not drawn)	-4%	-7%	25%	0%	-6%	-3	10%	0%	0.4
CC(C)NCc1cc(Br)ccc1OCc1ccccc1	-6%	4%	-22%	-8%	8%	7	10%	0%	0.4
Cc1cc(C)c(NC(=O)CSc2nnc(-c3ccncc3)n2Cc2ccco2)c(C)c1	-9%	1%	13%	4%	8%	.	3%	8%	-0.3
Cc1oc2c(C)c(O)ccc2c(=O)c1N1C(=O)c2ccccc2C1=O	1%	-1%	.	-6%	4%	13	0%	2%	-0.3
CCCCCOC(=O)c1ccc(NC(=O)c2ccco2)cc1	-15%	14%	?	-2%	-25%	-5	-52%[inhibitor]	-26%	-3.7
Fc1ccc(OCc2nc3ccccc3s2)cc1	-21%	12%	9%	-6%	-20%	-7	-18%	-14%	0.4
COc1ccc(N2CCN(CCNC(=O)Nc3ccc(C)c(Cl)c3)CC2)cc1	-17%	-5%	-5%	2%	-18%	2	-3%	-5%	-0.6
Cn1c(=O)c2c(nc(Oc3ccc4c(c3)OCO4)n2Cc2ccc(Cl)cc2)n(C)c1=O	-12%	-1%	26%	-6%	6%	0	-1%	-1%	-1.5
COC(=O)Nc1c(C(=O)OC)cc(OC)c(OC)c1OC	-1%	1%	-5%	2%	11%	0	-7%	-14%	1.5
COc1ccc(S(=O)(=O)N2CCOCC2)cc1C(=O)Nc1ccc(N2CCCCCC2)cc1	-5%	1%	?	2%	9%	-2	-4%	5%[1.84 µM]	-0.5
O=C(NNS(=O)(=O)c1ccccc1)c1cccnc1	-17%	-1%	-11%	0%	-13%	1	-8%	4%	-1.6
CSc1ccc(S(=O)(=O)N(C)Cc2ccccc2)cc1	2%	3%	10%	6%	12%	3	21%	11%	-1.0
O=Cc1cccc(Oc2ccc([N+](=O)[O-])cc2[N+](=O)[O-])c1	-7%	5%	-11%	0%	-24%	5	-14%	-2%	-0.2
Nc1nc(SCc2ccc(Br)cc2)[nH]c(=O)c1-c1ccccc1	-21%	-5%	16%	6%	-8%	1	-15%	1%	0.2
O=C(NC1CCCC1)c1cc(-c2ccccc2)on1	0%	3%	11%	6%	4%	2	-9%	6%	0.2
O=C(c1cccc2ccccc12)C1CCCN(C(=O)c2ccc(N3CCOCC3)cc2)C1 (stereo not drawn)	?	10%	35%	-9%	-9%	-9	3%	-3%	-4.5
COc1ccc(-c2csc(Nc3ncccn3)n2)cc1C	-1%	-4%	-34%	1%	-9%	-1	-4%	-5%	-3.3
